# Screening data from PubChem BioAssay.
# HT1080NT lethal: kills 2HG-producing HT-1080-NT fibrosarcoma cells; HT-1080-NT fibrosarcoma viability, CellTiter-Glo ATP luminescence, 48 h; Potency, µM (titrated, usually from 46.1 µM), for the others: top-dose activity, negative = less viability, actives largely listed as cytotoxic; actives 1.6% (n = 360,000);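 further: NT is the 2HG producing partner of a matched IDH1 knockdown line; 0% = DMSO-treated cells and -100% = media-only wells without cells; nearly all actives have a fitted effect of over 55% in size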
#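 Viability by CellTiter-Glo luminescence after 48 h compound exposure at 37C of HT-1080-NT cells (750/well, RPMI, 5% FBS). % activity scaled between DMSO wells and medium-only wells, then curve-fitted and categorized by curve class.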
# SW480 rerep: induces DNA re-replication in SW480 colon adenocarcinoma cells | SW480 DNA re-replication, Hoechst DNA content imaging, 48 h | Potency, µM (top dose mostly 46.1 µM), for the others: at the highest dose re-replication activation, actives largely listed as activators | actives 1.8% (n = 340,000) | AID 624297; further: % of control where 0% means no effect; nearly all actives have a fitted effect of over 55% in size
#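 250 cells/well; 23 nL cpd via pin tool; 48 hr, 37 C, 5% CO2; Hoechst 40 min; imager read of total nuclear intensity, ex 405/em 500-530 nm.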
# GLP1R inv ag: acts as inverse agonist at human GLP-1 receptor; actives 1.6% (n = 410,000); AID 624417; Potency, µM (series often up to 38.3 µM), for inactives: top-dose activity change, negative = inhibition, hits mostly inhibitors; P43220; HEK293 GLP-1R CRE-luciferase, luminescence, 24 h; GLP-1R form is constitutively active; further: on the % scale 0 is the no-effect control and ±100 the full control effect; nearly all actives have a fitted effect of over 55% in size
# Target sequence (P43220 whole entry, looked up): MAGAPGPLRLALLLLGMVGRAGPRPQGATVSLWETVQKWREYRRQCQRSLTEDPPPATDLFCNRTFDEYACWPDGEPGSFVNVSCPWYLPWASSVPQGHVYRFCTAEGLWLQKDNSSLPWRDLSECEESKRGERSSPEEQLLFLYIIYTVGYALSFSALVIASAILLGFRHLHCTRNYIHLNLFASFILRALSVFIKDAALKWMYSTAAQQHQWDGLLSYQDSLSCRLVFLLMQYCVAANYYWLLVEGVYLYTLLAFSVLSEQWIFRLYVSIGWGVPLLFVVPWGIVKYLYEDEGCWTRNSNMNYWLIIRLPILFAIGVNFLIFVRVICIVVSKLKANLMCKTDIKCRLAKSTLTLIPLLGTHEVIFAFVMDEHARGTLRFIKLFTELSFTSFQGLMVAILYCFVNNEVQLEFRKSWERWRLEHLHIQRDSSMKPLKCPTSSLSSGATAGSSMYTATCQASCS
#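 Luminescence readout: a drop in cAMP-driven luciferase signal flags inverse agonism at a constitutively active GLP-1R stably expressed in HEK293. Compound exposure lasted 24 hr at 37 deg C, 5% CO2.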
# TDP43 rescue: TDP-43 toxicity inhibition in yeast; TDP-43 expressing yeast growth rescue, BacTiter-Glo, 24 h; AID 652104; Potency, µM (titrated, usually from 46.1 µM), for inactives: at the highest dose growth rescue (activation), hits mostly activators; actives 1.8% (n = 410,000); further: % of control where 0% means no effect; nearly all actives have a fitted effect of over 50% in size
#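 Yeast expressing TDP-43 (pregrown in raffinose, seeded at OD600=0.02 in galactose medium) exposed to compounds 24 hr at 30 deg C. Growth read by BacTiter-Glo luminescence; rescue of toxicity appears as increased signal.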
# KB-3-1 cytotox: kills parental KB-3-1 adenocarcinoma cells; actives 1.4% (n = 400,000); KB-3-1 viability, CellTiter-Glo ATP luminescence, 72 h; Potency, µM (titrated, usually from 46.1 µM), for inactives: at the top dose activity change, negative = cytotoxic, most hits filed as cytotoxic; further: on the % scale 0 is the no-effect control and ±100 the full control effect; nearly all actives have a fitted effect of over 60% in size
#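 Viability of parental KB-3-1 cells, measured by CellTiter-Glo luminescence, followed a 72 h incubation at 37 °C with pinned compounds in phenol-red-free DMEM containing 10% FBS.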
# GLP1R ag: activates the human GLP-1 receptor | HEK293 GLP-1R CRE-luciferase, luminescence, 4-6 h; cells express a hypersensitive GLP-1R form | Potency, µM (doses to about 45.6 µM), for the others: at the top dose activation, most hits filed as activators | actives 0.007% (n = 380,000); further: % of control where 0% means no effect
# HEK293 tox: cytotoxicity in counter-screen for GLP-1R inverse agonists. HEK293 cAMP-luciferase reporter cells, luminescence, 24 h. Potency, µM (highest dose often 38.3 µM), for inactives: at the top dose activity change, negative = inhibition, usual class: inhibitors. actives 0.13% (n = 410,000). AID 624418;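 further: loss of luciferase light is scored as toxicity; on the % scale 0 is the no-effect control and ±100 the full control effect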
#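 Quantitative HTS format, 1536 wells, 200 cells/uL seeded. Compounds: 23 nL, 24 h, 37 °C. Detection: luciferase reagent, luminescence at 12 min RT; decreased signal taken as cytotoxic.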
# HT1080 IDH1KD tx: toxicity to HT-1080 IDH1 knockdown cells (counter line); HT-1080 IDH1 knockdown viability, ATP luminescence, 48 h; Potency, µM (highest dose often 46.1 µM), for the others: top-dose activity, negative = toxicity, usual class: cytotoxic; actives 2% (n = 360,000); AID 686971;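 further: 0% = DMSO wells and -100% = cell-free medium wells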
#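 Using the IDH1-knockdown HT-1080 line run in the same batch and compound series as the NT line, viability after 48 h at 37 °C was determined by CellTiter-Glo luminescence and expressed as % activity.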
# KB-V1 MDR tox: KB-V1 MDR subline cytotoxicity. actives 3.4% (n = 400,000). KB-V1 MDR cells viability, CellTiter-Glo, 72 h. Potency, µM (doses to about 46.1 µM), without a hit: top-dose activity change, negative = cytotoxicity, most hits filed as cytotoxic. AID 1347076; further: on the % scale 0 is the no-effect control and ±100 the full control effect; nearly all actives have a fitted effect of over 60% in size
#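 qHTS viability screen in drug-selected KB-V1 MDR cells: 72 h compound treatment at 37 degrees C, ATP luminescence end point.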
# Numbers without * were called inactive; ? = inconclusive; nt = not tested or not shown; ! = not confirmed by another sample; [ ] = another dose, or the depositor's remark. The call rests on the fitted dose curve; in most records, active means well fitted curve in the direction sought with a large enough effect; inconclusive means small, poorly fitted or top-dose-only effect, or another doubt; inactive means no such curve, though single readings can be large; an effect the other way counts as inactive or inconclusive. Potency means the concentration at half of the fitted maximal effect.
# Value order: HT1080NT lethal | SW480 rerep | GLP1R inv ag | TDP43 rescue | KB-3-1 cytotox | GLP1R ag | HEK293 tox | HT1080 IDH1KD tx | KB-V1 MDR tox
O=C(CN1CCN(c2ccccc2)CC1)Nc1ccncc1
    9% | -5% | -22% | 14% | -4% | -2% | -4% | -1% | 5%
NC(=O)COC(=O)CCCc1nc2ccccc2s1
    10% | -1% | 8% | -2% | 1% | -12% | -6% | 1% | 15%
Cc1ncc(CO)c(/C=N/NC(=O)c2ccoc2C)c1O
    -5% | ? | -15% | 3% | -12% | 7% | 88%[activator] | -19% | ?
CC(C)(C)C(=O)N1CCN(c2ccc([N+](=O)[O-])cc2Cl)CC1
    -4% | -10%[9.22 µM] | -3% | -12% | -3% | 3% | -9% | -3% | ?
[2H]C(CCOS(N)(=O)=O)c1ccccc1 (centres undefined)
    -7% | 0% | 12% | -3% | -2% | -3% | -22% | -2% | ?
O=[N+]([O-])c1ccc(C=NNc2ccccc2)cc1
    -10% | 14% | 5µM* | ? | -7% | -13% | -8% | ? | -5%
COc1ccc(CNC(=O)c2cc3c(=O)n(C)c4ccccc4c3n2C)c(OC)c1
    nt | nt | 8% | 6% | -13% | 0% | -1% | nt | -3%
Cc1ccccc1NC(=O)CN1CCN(C(=O)c2ccco2)CC1
    5% | -11% | 2% | 8% | 13% | 0% | 10% | 10% | 27%
O=c1cc(Nc2ccc3c(c2)OCCO3)[nH]c(=O)n1Cc1ccc(F)cc1
    15% | -3% | -21% | -10% | -12% | -4% | 7% | -9% | -5%
O=C(Cc1ccc(Cl)cc1)NNc1c(F)c(F)cc(F)c1F
    -6% | -2% | ? | -20% | -4% | 13% | 9% | -16% | -8%
CC(C)NC(=O)C1(C)CCCN1C(=O)c1ccc2c(c1)C(C)(C)CCC2(C)C (centres undefined)
    1% | nt | ? | 14% | 0% | -2% | 3% | -1% | 4%
O=C(CN1C(=O)NC2(CCCC2)C1=O)Oc1ccc2ccc(=O)oc2c1
    1% | -3% | -1% | -23% | 6% | -3% | 436%[activator] | -2% | -7%
O=C(Cn1cnc2c(OCc3ccccc3)ncnc21)NCC1CCCO1 (centres undefined)
    3% | 16% | 11% | 5% | 5% | -3% | 6% | 8% | 22%
O=C1CC(Sc2nnnn2C2CCCCC2)C(=O)N1c1ccccc1 (centres undefined)
    ? | -18% | 16% | 7% | 23% | -3% | 15% | 5µM* | -2%
COc1ccccc1-c1nc(SCC(=O)N2CCC(C(N)=O)CC2)n[nH]1
    -6% | -8% | 11% | 0% | 17% | 0% | -2% | -6% | 2%
COC(=O)c1noc(C)c1-c1ccnn1C(=O)c1ccc(Cl)cc1
    0% | -3% | 5% | -11% | -2% | -3% | 4% | 7% | 18%
Cc1ccc(N2CC(C(=O)NC3=NCCS3)CC2=O)cc1 (centres undefined)
    10% | -2% | 10% | 9% | 6% | -8% | -2% | 9% | -1%
O=C(CNC(=O)c1nc[nH]c1C(=O)NCc1ccccc1)OCc1ccccc1
    -3% | -3% | 15% | ? | 17% | -1% | 3% | -11% | 0%
C=CCCCCCCCCC(=O)NN
    ? | 13% | -5% | -8% | -9% | 9% | 22% | 11%[9.24 µM] | 4%
CCCCC(=O)NC1=C(C(=O)OC)SCC1
    22% | -6% | 2% | 9% | 7% | -6% | 0% | 27% | -12%
CCOc1ccc(S(=O)(=O)N2CCCC(C(=O)NCc3cccnc3)C2)cc1Cl (centres undefined)
    -17% | -75%[inhibitor] | ? | 3% | -3% | 14% | -5% | -13% | -4%
COc1ccc(S(=O)(=O)Nc2cc3c4c(c2)CCN4C(=O)CC3)cc1OC
    -12% | -3% | 14% | 7% | 4% | 4% | -3% | -10% | -10%
Cc1c2cnn(-c3ccccc3)c(=O)c2c(C)n1CCCC(=O)Nc1cccc(F)c1
    nt | nt | -25% | -1% | 4% | nt | -12% | nt | -3%
CC(C)CC(=O)Nc1ccc(C(=O)CN2C(=O)NC3(CCOc4ccccc43)C2=O)cc1 (centres undefined)
    -2% | 14% | -11% | -3% | 6% | 1% | -3% | -2% | -18%
O=C(CN1CCN(C2CCCCC2)CC1)c1c[nH]c2ccccc12
    -6% | 2%[9.22 µM] | -11% | 8% | 6% | 2% | 1% | -4% | 9%
COc1ccc(N2CCN(CCNC(=O)Nc3ccc(C)c(Cl)c3)CC2)cc1
    -23% | ? | 2.8µM* | 11% | -7% | 0% | 1% | ? | -20%
Cc1noc(NS(=O)(=O)c2ccc(NC(=O)c3ccccc3NS(=O)(=O)c3ccc(F)cc3)cc2)c1C
    19% | 2% | -16% | -7% | ? | -4% | -1% | 14% | 14%
O=C(NCc1cc(Cl)cc(Cl)c1)c1ccc2sc([C@@H]3O[C@H](CO)[C@H](O)[C@H](O)[C@H]3O)nc2c1
    -5% | nt | 18% | 23% | 0% | -3% | 2% | 1% | 5%
OCCN(CCO)CC(O)CN(c1ccccc1)c1ccccc1 (centres undefined)
    -14% | -5% | ? | 15% | 9% | -4% | -15% | -4% | 1%
CCCCCCSc1cc(-c2nc3ccc(Cl)cn3c2NC2CCCCC2)ccc1OC
    14% | 2% | -1% | 13% | 32% | -2% | 2% | 9% | 25%

# By substructure, the compounds so far with a furan ring, fused or not
# Value order: HT1080NT lethal | SW480 rerep | GLP1R inv ag | TDP43 rescue | KB-3-1 cytotox | GLP1R ag | HEK293 tox | HT1080 IDH1KD tx | KB-V1 MDR tox
Cc1ncc(CO)c(/C=N/NC(=O)c2ccoc2C)c1O
    -5% | ? | -15% | 3% | -12% | 7% | 88%[activator] | -19% | ?
Cc1ccccc1NC(=O)CN1CCN(C(=O)c2ccco2)CC1
    5% | -11% | 2% | 8% | 13% | 0% | 10% | 10% | 27%

# New compounds follow:
# Value order: HT1080NT lethal | SW480 rerep | GLP1R inv ag | TDP43 rescue | KB-3-1 cytotox | GLP1R ag | HEK293 tox | HT1080 IDH1KD tx | KB-V1 MDR tox
O=C(CN1C(=O)NC2(CCCc3ccccc32)C1=O)NCC(F)(F)F (centres undefined)
    2% | 1% | -1% | -13% | 0% | 3% | -5% | -1% | -2%
CN1CCN(C(=O)c2cccc(-c3ccc4nncn4c3)c2)CC1
    ? | nt | 3% | 15% | 0% | 0% | 4% | 4% | 5%
CCC(O)(C(=O)Nc1ccccc1C(F)(F)F)c1ccccc1OC (centres undefined)
    -1% | 1% | -24% | 3% | -5% | -1% | 1% | -5% | 13%
COCCOC(=O)c1c(NC(=O)CN2CCCc3ccccc32)sc(C(N)=O)c1C
    -1% | -4% | 7% | 1% | -2% | 0% | -26% | 2% | -13%
O=S(=O)(c1ccc(NCc2ccccc2)cc1)N1CCOCC1
    7% | -5% | -2% | ? | nt | -5% | 11% | -3% | nt
CC1CCN(C(c2ccccc2)c2nnnn2C(C)(C)C)CC1 (centres undefined)
    8% | -5% | -28% | 16% | -11% | 7% | -12% | 5%[9.24 µM] | ?
CNC(=O)c1c(NC(=O)c2ccc3ncsc3c2)sc(C)c1C
    0% | 21% | 34%[activator] | ? | ? | 9% | -5% | -4% | -12%
COc1ccc(CCN2CC(=O)NC(=O)C2)cc1OC
    12% | nt | 27% | 10% | 4% | 15% | 1% | -1% | ?
CO[C@H]1CC[C@@]2(C)[C@@H](CC[C@@H]3[C@@H]2CC[C@@]2(C)[C@H]3C[C@H](C(=O)O)O[C@]23CCCO3)C1
    0% | ? | 8% | 16µM* | 0% | 2% | 3% | -7% | 1%
Nc1c(N(CCCO)C(=O)CCCN2C(=O)c3cccc4cccc(c34)C2=O)c(=O)[nH]c(=O)n1Cc1ccccc1
    14% | -2% | 27% | -4% | 0% | 0% | -10% | 15% | 4%
COc1ccc(C2c3c(ncn(CCN4CCOCC4)c3=N)Oc3ccc4ccccc4c32)cc1 (centres undefined)
    -12% | ? | ? | 1% | ? | 4% | -30% | -13% | 15µM*!
OCCCN=c1cc(-c2ccccc2)oc2ccc(Cl)cc12
    ? | 11% | ? | -1% | -3% | -28% | ? | ? | -9%
CCc1nnc(NC(=O)CSc2nnc(CNc3ccc(OC)cc3)n2CC)s1
    1% | -8% | 1% | 11% | 10% | 4% | 11% | -2% | 2%
CN(C(=O)c1cnc(N2CCOCC2)c2ccccc12)c1ccccc1F
    nt | nt | 8% | 16% | 0% | nt | 0% | nt | -3%

# Complete entries, quoted from the list:
# `CO[C@H]1CC[C@@]2(C)[C@@H](CC[C@@H]3[C@@H]2CC[C@@]2(C)[C@H]3C[C@H](C(=O)O)O[C@]23CCCO3)C1` as listed: HT1080NT lethal: 0%; SW480 rerep: ?; GLP1R inv ag: 8%; TDP43 rescue: 16µM*; KB-3-1 cytotox: 0%; GLP1R ag: 2%; HEK293 tox: 3%; HT1080 IDH1KD tx: -7%; KB-V1 MDR tox: 1%
# `CN1CCN(C(=O)c2cccc(-c3ccc4nncn4c3)c2)CC1` as listed: HT1080NT lethal: ?; SW480 rerep: nt; GLP1R inv ag: 3%; TDP43 rescue: 15%; KB-3-1 cytotox: 0%; GLP1R ag: 0%; HEK293 tox: 4%; HT1080 IDH1KD tx: 4%; KB-V1 MDR tox: 5%
# `CCC(O)(C(=O)Nc1ccccc1C(F)(F)F)c1ccccc1OC` (centres undefined) as listed: HT1080NT lethal: -1%; SW480 rerep: 1%; GLP1R inv ag: -24%; TDP43 rescue: 3%; KB-3-1 cytotox: -5%; GLP1R ag: -1%; HEK293 tox: 1%; HT1080 IDH1KD tx: -5%; KB-V1 MDR tox: 13%
